Vif-A3G inh: blocks the Vif interaction with human APOBEC3G | Q9HC16 | HeLa A3G-eYFP + Vif (tagged APOBEC3G with the HIV-1 protein that degrades it), YFP fluorescence, overnight | Potency, µM (series often up to 46.1 µM), for inactives: at the highest dose activity, negative = active, usual class: inhibitors | hit rate 0.076% among 410,000 | AID 602310;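 note: potency is the fitted concentration of half-maximal effect; % is set by controls: 0 for no effect and ±100 for the full control effect; nearly all actives have a fitted effect of over 60% in size; hits raise eYFP signal because A3G escapes Vif-driven loss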
Target sequence (Q9HC16 whole entry, looked up): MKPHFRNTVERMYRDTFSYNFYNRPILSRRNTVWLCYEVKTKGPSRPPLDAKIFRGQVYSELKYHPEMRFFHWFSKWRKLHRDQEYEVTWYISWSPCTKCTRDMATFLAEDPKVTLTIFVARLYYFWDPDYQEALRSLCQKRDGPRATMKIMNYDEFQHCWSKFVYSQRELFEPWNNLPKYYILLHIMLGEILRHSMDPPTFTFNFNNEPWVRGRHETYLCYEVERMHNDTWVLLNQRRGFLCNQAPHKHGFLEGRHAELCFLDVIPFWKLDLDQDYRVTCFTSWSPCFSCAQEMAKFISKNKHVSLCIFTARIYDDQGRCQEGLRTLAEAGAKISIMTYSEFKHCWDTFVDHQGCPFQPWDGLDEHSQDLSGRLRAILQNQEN
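Read-out is eYFP fluorescence (Ex 488/Em 500-530) from Vif-expressing HeLa A3G-eYFP cells; more signal means A3G escaped Vif-mediated degradation. Cells plated overnight, compound pinned in, incubated overnight at 37 deg C.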
TrxR1 substrate: is turned over as a substrate by rat TrxR1 | purified TrxR1 substrate turnover, NADPH consumption readout | Potency, µM (top dose mostly 114 µM), for inactives: at the highest dose activity change, negative = substrate turnover | hit rate 0.01% among 390,000 | AID 588456; note: potency is the fitted concentration of half-maximal effect; % is set by controls: 0 for no effect and ±100 for the full control effect; nearly all actives have a fitted effect of over 50% in size
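Rat TrxR1, dispensed at 90 nM, was prereduced with 400 uM NADPH (final) for 5 min at ~22 deg C, then incubated with compound 15 min before 400 uM selenite. A first-read NADPH fluorescence drop versus no-compound background flagged substrates.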
TrxR1 inh: blocks rat thioredoxin reductase 1; O89049; recombinant rTrxR1, NADPH fluorescence consumption, selenite substrate; Potency, µM (doses to about 114 µM), inactives show at the top dose activity change, negative = inhibition, actives largely listed as inhibitors; hit rate 1% among 390,000; AID 588453; note: potency is the fitted concentration of half-maximal effect; % is set by controls: 0 for no effect and ±100 for the full control effect; nearly all actives have a fitted effect of over 65% in size
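Rat TrxR1 (90 nM in the dispensed reagent) was pre-reduced with 400 uM NADPH for 5 min at room temperature, then incubated with compound for 15 min. After 400 uM selenite was added, NADPH fluorescence (Ex 340/Em 450 nm) was followed for 8 min.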
mIDH1 inhibitor: human IDH1 R132H inhibition. O75874. IDH1-R132H enzyme, NADPH consumption, diaphorase/resazurin fluorescence. Potency, µM (series often up to 76.6 µM), for inactives: top-dose activity change, negative = inhibition, actives largely listed as inhibitors. hit rate 0.093% among 390,000; note: potency is the fitted concentration of half-maximal effect; % is set by controls: 0 for no effect and ±100 for the full control effect; nearly all actives have a fitted effect of over 65% in size
Target sequence (O75874 whole entry R132H, stated change not applied): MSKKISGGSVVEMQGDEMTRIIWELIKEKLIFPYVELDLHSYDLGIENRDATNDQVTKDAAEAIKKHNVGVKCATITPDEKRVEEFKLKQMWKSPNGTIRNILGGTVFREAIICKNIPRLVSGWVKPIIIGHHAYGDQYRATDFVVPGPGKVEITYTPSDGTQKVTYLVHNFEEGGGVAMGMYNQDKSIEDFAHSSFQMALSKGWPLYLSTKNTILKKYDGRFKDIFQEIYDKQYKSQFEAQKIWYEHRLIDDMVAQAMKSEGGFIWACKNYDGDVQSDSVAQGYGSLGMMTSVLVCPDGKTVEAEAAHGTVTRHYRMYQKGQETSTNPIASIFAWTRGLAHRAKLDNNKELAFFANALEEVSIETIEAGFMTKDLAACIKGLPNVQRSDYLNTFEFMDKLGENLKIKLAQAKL
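IDH1-R132H (0.5 ug/mL) preincubated 30 min with compound, then NADPH (0.016 mM) and alpha-KG (2 mM) added; 80 min at RT, pH 7.5. Remaining NADPH coupled via diaphorase/resazurin to fluorescence (540/590 nm); concentration-response curves normalized to no-enzyme control.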
USP1 inh: inhibitors of human USP1/UAF1 deubiquitinase; hit rate 0.23% among 390,000; O94782; AID 743255; recombinant USP1/UAF1, Ub-Rhodamine cleavage fluorescence; Potency, µM (top dose mostly 57.1 µM), inactives show at the top dose activity change, negative = inhibition, usual class: inhibitors; note: potency is the fitted concentration of half-maximal effect; % is set by controls: 0 for no effect and ±100 for the full control effect; nearly all actives have a fitted effect of over 60% in size; inactives centre near -12
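Step one: compound is pinned into 1nM USP1/UAF1 in HEPES pH 7.8 buffer with TCEP. Step two: 15 min room-temperature incubation. Step three: Ub-Rho (150nM final) starts cleavage, tracked by fluorescence over six one-minute reads.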
Glioma ERSR ind: induces the endoplasmic reticulum stress response in human glioma cells. Potency, µM, for the others: top-dose activation, actives largely listed as activators. AID 602332. U87-MG GRP78 promoter luciferase reporter, 16 h. hit rate 0.02% among 420,000; note: potency is the fitted concentration of half-maximal effect; series mostly up to about 76 µM; % of control where 0% means no effect; nearly all actives have a fitted effect of over 35% in size
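ERSR induction read as luciferase luminescence (Bright-Glo, 10 min at room temperature) in stably transfected human U87-MG glioma cells exposed to compounds for 16 h, using GRP78 as sensor.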
Vif-A3F inh: blocks the Vif interaction with APOBEC3F | HeLa A3F-eYFP + Vif (tagged APOBEC3F with the HIV-1 protein that degrades it), YFP fluorescence increase | Potency, µM (titrated, usually from 46.1 µM), inactives show top-dose activity, negative = active | hit rate 0.2% among 390,000; note: potency is the fitted concentration of half-maximal effect; % of control where 0% means no effect; nearly all actives have a fitted effect of over 65% in size
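HeLa cells stably expressing A3F-eYFP plus Vif, plated and incubated overnight at 37 deg C, then exposed to compounds overnight at 37 deg C. Blocked degradation read as raised yellow fluorescence (Ex 488/Em 500-530).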
LDHA block: inhibitors of human lactate dehydrogenase A. P00338. purified LDHA, NADH/diaphorase-resazurin fluorescence; stronger effect = lower value. activity change, % (values are at about 110 or 230 µM). hit rate 0.15% among 480,000; in the data active = activity change below about -30%; inconclusive = mostly about -25% to -30%;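 note: plate controls were DMSO wells for no effect and wells without enzyme for full effect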
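Human LDH5 (2 nM) was incubated with 0.06 mM NADH and 0.2 mM pyruvate for 5 min at room temperature in Tris pH 7.4. Remaining NADH was coupled through diaphorase/resazurin, and resorufin fluorescence was read at 0 and 20 min.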
RGS4 inhibitor: inhibitors of human regulator of G protein signaling 4. hit rate 0.039% among 390,000. Transcreener GDP fluorescence polarization, RGS4-accelerated GTP hydrolysis. P49798. Potency, µM (top dose mostly 114 µM), for inactives: at the highest dose activity change, negative = inhibition, actives largely listed as inhibitors; note: potency is the fitted concentration of half-maximal effect; % is set by controls: 0 for no effect and ±100 for the full control effect; nearly all actives have a fitted effect of over 75% in size; some results filed as inactive show a strong effect at the top dose
Target sequence (P49798 whole entry, looked up): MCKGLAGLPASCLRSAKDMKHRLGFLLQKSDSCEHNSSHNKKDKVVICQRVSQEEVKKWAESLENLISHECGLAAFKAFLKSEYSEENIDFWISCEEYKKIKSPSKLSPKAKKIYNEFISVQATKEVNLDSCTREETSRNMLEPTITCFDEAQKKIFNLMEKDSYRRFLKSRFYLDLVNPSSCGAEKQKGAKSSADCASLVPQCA
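MLSMR compounds (23 nl, pin-transferred) preincubated 10 min at room temperature with a 500nM (2x) first reagent, then RGS4 at 900nM (2x) plus Transcreener GDP mix added; fluorescence polarization (620/688 nm) read before and after 90 min at 30 °C.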
Active calls of the source: *; ? = inconclusive; nt = no result given; [ ] = dose if it differs, or a comment. Unless noted, calls come from the whole dose curve; as a rule, active = well fitted curve in the direction sought with a large enough effect; inconclusive = small, poorly fitted or top-dose-only effect, or another doubt; inactive = no such curve, though single readings can be large; an effect the other way counts as inactive or inconclusive. A portion of the library (hit frequency here may not be typical).

SMILES	Vif-A3G inh	TrxR1 substrate	TrxR1 inh	mIDH1 inhibitor	USP1 inh	Glioma ERSR ind	Vif-A3F inh	LDHA block	RGS4 inhibitor
Cc1ccc(-c2noc(CSc3ccccc3)n2)cc1	-5%	2%	14%	2%	-23%	-6%	0%	-2	-33%
Cc1cc(C)nc(NC(=O)Cc2ccc(Br)cc2)n1	-2%	-5%	2%	10%	-21%	0%	-5%	-1	-6%
CCCCNC(=O)C1(NC(=O)Nc2ccccc2)CCCCC1	4%	3%	20%	-1%	-9%	-5%	6%	-6	-1%
O=C1CCCN2N=C(SCC(=O)N3N=C(c4ccc(Br)cc4)CC3c3ccc(F)cc3)SC2=N1 (stereo not drawn)	0%	-1%	4%	0%	-13%	-1%	-3%	-2	4%
O=C(NC1=NCCS1)C12CC3CC(C1)CC(C(=O)NC1=NCCS1)(C3)C2	2%	-5%	6%	4%	5%	-3%	-3%	-3	0%
CC(C)NC(=O)c1cc(-c2ccco2)nn1-c1ccc(Cl)cc1	1%	4%	20µM*	2%	-8%	-3%	2%	-1	?
Cc1ccc(C)c(OCCC(=O)OCC(=O)Nc2cccc(S(=O)(=O)N3CCCC3)c2)c1	2%	-4%	-18%	8%	-25%	-2%	-2%	0	-13%
O=C(NNC(=O)c1ccncc1)c1ccncc1	-1%	2%[57.1 µM]	8%[57.1 µM]	0%	-5%	-2%	3%	-5	14%
Cc1ccc(C(=O)NCCc2nnc3ccc(NCCCN4CCOCC4)nn23)cc1	-1%	0%	9%	-4%	-16%	-2%	1%	-4	31%
Cc1ccc2c(c1)cc(CN(Cc1ccc3c(c1)OCO3)C(=O)c1ccccc1)c1nnnn12	1%	4%[57.1 µM]	36%[activator][57.1 µM]	-4%	-6%	-4%	-4%	-4	-31%
CCN(CC(=O)NCc1ccc(Cl)cc1)C(=O)CN1C(=O)NC(CC)(c2ccccc2)C1=O (stereo not drawn)	-11%	2%	9%	1%	-5%	-5%	3%	-1	7%
CCc1ccc(S(=O)(=O)Nc2ccc(N3CCN(C)CC3)cc2)cc1	-1%	6%[57.1 µM]	22%[57.1 µM]	5%	-22%	-8%	4%	-6	-8%
CC(=O)N(CCc1ccccc1)c1ccc2c(c1)C1CC2CCN1C(=O)OCc1ccccc1 (stereo not drawn)	-20%	nt	nt	-8%	-25%	8%	-22%	5	nt
CCOC(=O)c1cccc(NC(=O)CCSCCc2ccccn2)c1	-2%	4%[57.1 µM]	25%[57.1 µM]	5%	-15%	-1%	5%	-2	1%
COc1ccccc1/C=C\C(=O)NCC(=O)N/N=C/c1cccc(OC)c1O	-10%	-8%	0%	-14%	-34%	-4%	2%	2	?
O=C(c1cccnc1)N1CCN(S(=O)(=O)c2ccc(S(=O)(=O)N3CCCC3)cc2)CC1	2%	10%	19%	0%	-5%	2%	1%	-3	22%
O=C(O)CSCCn1cccn1	1%	2%	4%	1%	-18%	-6%	-1%	3	0%
COc1ccc(-c2noc(CCCC(=O)NCCc3ccccc3)n2)cc1OC	1%	-4%	-12%	4%	-16%	-11%	-3%	5	-27%
COc1ccccc1NC(=O)c1ccccc1NC(=O)c1ccccn1	-3%	6%	23%	-2%	-1%	0%	-10%	-9	0%
Cc1cccc(C(=O)NC(C)C(=O)NC(c2nc3ccccc3[nH]2)C(C)C)c1 (stereo not drawn)	-14%	-9%	3%	19%	-8%	-2%	0%	-5	-17%
NCc1cccc(-n2cccn2)c1	1%	-6%	-19%	2%	-16%	1%	-15%	-4	14%
O=C(N/N=C/c1ccc(N2CCOCC2)cc1)c1ccc(O)cc1	0%	-3%	5%	3%	-14%	4%	6%	0	-4%
CN1C(=O)[C@@H]2[C@H](C1=O)[C@@H]1C(=O)Nc3ccccc3C(=O)N1[C@@H]2c1ccc(F)cc1	0%	4%	-3%	12%	?	-1%	3%	2	-13%
CCOc1ccc(-c2noc(CCCC(N)=O)n2)cc1OC	2%	0%	7%	3%	-2%	2%	8%	2	-3%
O=C(Nc1cccnc1)c1ccc(CN2CCc3ccccc3C2)cc1	3%	-5%	-6%	-1%	-10%	-3%	1%	1	14%
O=C(O)COCC(=O)NCc1nc(-c2ccc(C(F)(F)F)cc2)no1	0%	3%[57.1 µM]	9%	-3%	-5%	0%	-4%	-15	5%
Cc1ccccc1CN1CCN(S(=O)(=O)c2ccc(Cl)s2)CC1	-6%	-4%	-4%	11%	-21%	-4%	5%	-1	-33%
CCOc1ccc(C(=O)NCc2ccco2)cc1	1%	2%	-35%	-1%	1%	2%	-1%	4	-16%
CC1(C)CC(=O)C=C(Nc2ccc(Br)cn2)C1	0%	-6%	2%[57.1 µM]	1%	-6%	-4%	0%	-1	0%
O=C(Nc1ccccc1)Nc1ccc(O)c2ccccc12	-20%	14%	-28%	10%	?	-14%	-3%	14	?
CCCc1nnc(NC(=O)CCC(=O)Nc2ccc(F)cc2)s1	0%	9%	18%	1%	-1%	-3%	3%	-3	16%
Cc1cc(C)c(Cn2c(=O)n(CCC(=O)NCc3ccc4c(c3)OCO4)c(=O)c3ccccc32)c(C)c1	-3%	4%	12%	-4%	-20%	-2%	-1%	-14	18%
CCOC(=O)c1c(CN2CCOCC2)n(-c2ccccc2)c2ccc(O)cc12	0%	-3%	3%	3%	-12%	-6%	8%	6	14%
Cc1ccc(C)c(N2CCN(c3nc4ccc(C)cc4nc3-n3nc(C)cc3C)CC2)c1	2%	6%	12%	-20%	-19%	-2%	-5%	-9	-11%
CN(CC(=O)Nc1cccc(Cl)c1)S(=O)(=O)c1ccc2[nH]c3c(c2c1)CCCC3	3%	-2%	4%	-4%	-24%	-6%	-5%	0	-16%
CC(C)CCNc1nc(Nc2ccccc2)c2cnn(C)c2n1	0%	3%[57.1 µM]	18%[57.1 µM]	-12%	?	-1%	-2%	5	4%
O=C(NNc1ccccc1Br)C(=O)n1ccc2ccccc21	-1%	-9%	-9%	-3%	-10%	-2%	-6%	-3	-24%
COc1ccc(NC(=O)C2CCN(c3ncnc4c3nc3n4CCCCC3)CC2)c(OC)c1	1%	6%	23%	0%	-14%	-5%	-6%	0	0%
COc1ccc(Cl)cc1NC(=O)CN(C)Cc1cccs1	0%	5%	21%	6%	-13%	-3%	?	-4	-2%
CC(=O)c1c(C)[nH]c(C(=O)Nc2nc(-c3ccccc3)c(C)s2)c1C	0%	16%	-12%	2%	-20%	5%	-6%	-1	-11%
COc1ccc(-c2c(-c3ccc4c(c3)OCO4)c3ccccc3n2C)cc1	-4%	73%[activator]	81%[activator]	-2%	-24%	1%	1%	-2	-11%
CCCc1cc(=O)oc2cc(C)c3c(-c4ccccc4)coc3c12	1%	1%	19%	-5%	-2%	1%	1%	-5	0%
N/C(=N\OC(=O)c1ccc(Cl)c([N+](=O)[O-])c1)c1ccccc1	2%	-2%	25%[2.29 µM]	-2%	-18%	6%	11%	-3	18%
Cn1c(=O)oc2cc(S(=O)(=O)N3CCCC(C(=O)NCCc4ccccc4)C3)ccc21 (stereo not drawn)	-4%	-5%	-2%	-2%	-25%	-2%	3%	0	-11%
CCCOc1ccc(C(=O)NC(=S)N2CCN(c3cc4c(cc3F)c(=O)c(C(=O)O)cn4CC)CC2)cc1	1%	34%	11%	7%	-15%	0%	10%	10	-32%
COc1ccc(N(CC(=O)NCc2ccco2)C(=O)CCC(=O)Nc2nccs2)c(OC)c1	-1%	-5%	-8%	-1%	-13%	-1%	5%	-2	7%
COc1ccc(NC(=O)[C@@]2(CC(=O)O)CC(/C=C/c3ccccc3)=NO2)cc1	0%	8%[57.1 µM]	-7%[57.1 µM]	0%	-8%	-3%	2%	4	3%
O=c1c2ccc(Cl)cc2nc(-c2cccc(C(F)(F)F)c2)n1O	3%	-9%	-5%	-2%	-7%	-4%	7%	6	8%
CCCCNCCOCCOc1ccc(C)cc1Br	2%	-1%	-8%	3%	-14%	-7%	-22%	-20	3%
O=C(CCc1nc(-c2ccccc2)no1)N1CCCC1	1%	16%[57.1 µM]	12%[57.1 µM]	6%	-3%	-2%	-4%	-6	7%
O=C(CSc1ncn[nH]1)NC1CC2CCC1C2 (stereo not drawn)	-4%	-1%	3%	-8%	-3%	0%	-5%	-11	12%
COC(=O)C1C(=O)C2=C(CC1C)NC(=O)CC2c1cccc(C)c1 (stereo not drawn)	-5%	7%[57.1 µM]	13%[57.1 µM]	2%	-18%	-3%	1%	-5	-6%[11.4 µM]
COc1cc(CN(C)CC2CCCN(CCc3ccccc3F)C2)cc(Cl)c1OC (stereo not drawn)	5%	-2%	15%	-2%	-15%	-4%	-8%	-2	-10%

In a second layout: results already given.
| Structure | Vif-A3G inh | TrxR1 substrate | TrxR1 inh | mIDH1 inhibitor | USP1 inh | Glioma ERSR ind | Vif-A3F inh | LDHA block | RGS4 inhibitor |
| --- | --- | --- | --- | --- | --- | --- | --- | --- | --- |
| COC(=O)C1C(=O)C2=C(CC1C)NC(=O)CC2c1cccc(C)c1 (stereo not drawn) | -5% | 7%[57.1 µM] | 13%[57.1 µM] | 2% | -18% | -3% | 1% | -5 | -6%[11.4 µM] |
| COc1cc(CN(C)CC2CCCN(CCc3ccccc3F)C2)cc(Cl)c1OC (stereo not drawn) | 5% | -2% | 15% | -2% | -15% | -4% | -8% | -2 | -10% |

Assay outcomes from PubChem.
